Pf growth 96h: inhibits malaria parasite growth, 96 h. Potency, µM (top dose mostly 28.7 µM), without a hit: at the top dose activity change, negative = inhibition, hits mostly inhibitors. P. falciparum luciferase reporter growth, 96 h. hit rate 6.9% among 320,000; also: potency is read from the fitted curve at half-maximal effect; % is scaled to controls: 0 for no effect and ±100 for the full control effect
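Erythrocytes infected with luciferase-expressing P. falciparum were dispensed at 2% hematocrit and 0.05% parasitemia (final), then incubated with compounds 96 hours at 37 C in 5% CO2. Luminescence after detection reagent addition reported growth.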
LmPK inh: LmPK (Leishmania mexicana) enzyme inhibition; Q27686; purified LmPK, Kinase-Glo ATP luminescence, 1 h; Potency, µM (top dose mostly 57.5 µM), for the others: top-dose activity change, negative = inhibition, hits mostly inhibitors; hit rate 0.37% among 290,000; AID 1721; also: potency is read from the fitted curve at half-maximal effect; % is scaled to controls: 0 for no effect and ±100 for the full control effect
Target sequence (Q27686 whole entry, looked up): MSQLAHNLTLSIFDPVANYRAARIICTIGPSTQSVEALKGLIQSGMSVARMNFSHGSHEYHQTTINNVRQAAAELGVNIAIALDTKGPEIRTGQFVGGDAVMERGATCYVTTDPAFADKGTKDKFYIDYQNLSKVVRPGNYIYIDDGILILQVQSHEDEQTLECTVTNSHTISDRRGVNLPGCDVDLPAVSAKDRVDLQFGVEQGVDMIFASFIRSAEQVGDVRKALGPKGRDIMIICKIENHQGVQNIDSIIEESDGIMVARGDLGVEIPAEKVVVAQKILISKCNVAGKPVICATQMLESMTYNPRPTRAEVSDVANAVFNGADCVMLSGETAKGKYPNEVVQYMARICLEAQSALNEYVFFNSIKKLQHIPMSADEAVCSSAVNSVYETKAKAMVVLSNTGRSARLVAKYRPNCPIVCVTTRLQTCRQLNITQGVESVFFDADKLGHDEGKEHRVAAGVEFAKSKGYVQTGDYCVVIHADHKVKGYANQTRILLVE
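In 50 mM imidazole pH 7.2 with 7 mM MgCl2, LmPK (0.1 nM) turned over PEP (0.5 mM) and ADP (0.1 mM) for 1 h at room temperature. Luciferase read-out of ATP.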
Pf growth 48h: P. falciparum growth inhibition at 48 hours (one generation); P. falciparum luciferase growth in erythrocytes, 48 h; Potency, µM (series often up to 28.7 µM), for the others: top-dose activity change, negative = inhibition, hits mostly inhibitors; hit rate 5.9% among 310,000; AID 504832; also: potency is read from the fitted curve at half-maximal effect; % is scaled to controls: 0 for no effect and ±100 for the full control effect
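Compounds are pin-transferred into medium, infected erythrocytes (2% hematocrit, 0.1% parasitemia final) are added, and plates sit one parasite generation at 37 C in 5% CO2. Detection reagent is then added and luminescence measured.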
Shiga inhibitor: Shiga toxin inhibition. Vero cells, Shiga toxin protein synthesis inhibition reporter. inhibition, % at 38.7 µM. hit rate 9.2% among 290,000. AID 2315; in the data active = inhibition mostly above about 28%, no sharp cut-off; inactive = mostly below about 43%; also: 0% is about no effect
Cycloheximide cs: counter-screen for Shiga toxin inhibitors: cycloheximide protein synthesis inhibition. cell reporter, cycloheximide protein synthesis inhibition counterscreen. max response, %. hit rate 12% among 300,000. AID 2314; in the data active = max response mostly above about 13%, no sharp cut-off; inactive = mostly below about 14%; also: read at 38.3 µM for the half of the compounds with a filed dose; 0% is about no effect
TbPYK inhibitor: blocks Trypanosoma brucei pyruvate kinase. Potency, µM (highest dose often 76.8 µM), for the others: at the top dose activity, negative = inhibition, most hits filed as inhibitors. Q57TT1. TbPYK enzyme, Kinase-Glo Plus ATP luminescence, 45 min. AID 624173. hit rate 0.12% among 410,000; also: potency is read from the fitted curve at half-maximal effect; % is scaled to controls: 0 for no effect and ±100 for the full control effect; nearly all actives have a fitted effect of over 50% in size
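Activity of T. brucei pyruvate kinase was followed by Kinase-Glo Plus luminescence after the enzyme reacted 45 min at room temperature with 130 uM ADP (final) and substrate. Test compounds were added before ADP at multiple concentrations.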
HCV inh: HCV inhibition | Huh7.5.1 HCVcc-Cre infection, luciferase reporter, 44 h | Potency, µM (titrated, usually from 41.8 µM), inactives show top-dose activity change, negative = inhibition, most hits filed as inhibitors | hit rate 3.4% among 340,000 | AID 651820; also: potency is read from the fitted curve at half-maximal effect; % is scaled to controls: 0 for no effect and ±100 for the full control effect
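Infectious HCVcc-Cre (~0.5 moi) was added to cells just after compound, with cells seeded 4 h earlier at 1,000 per well. Luciferase activity after 44 h culture reported infection; substrate was incubated 15 min at room temperature before reading.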
An asterisk follows results filed as active; ? = inconclusive; / = not tested or not shown; & = joins results of further samples; [ ] = dose if it differs, or a comment. Unless noted, calls follow the shape of the dose curve; as a rule, active = well fitted curve in the direction sought with a large enough effect; inconclusive = small, poorly fitted or top-dose-only effect, or another doubt; inactive = no such curve, though single readings can be large; an effect the other way counts as inactive or inconclusive. Rows are unselected. About 24% of those tested had a hit in this group.

Every second line gives: Pf growth 48h, TbPYK inhibitor, HCV inh, LmPK inh, Pf growth 96h, Cycloheximide cs, Shiga inhibitor
> CCn1c(CSc2nc3ccccc3n2C)nc2ccccc21
  ?, 2%, -26%, 3%, -42%, 5, -5
> Cc1ccc(S(=O)(=O)Nc2nc3n(n2)C(c2ccc(Cl)cc2)CC(=O)N3)cc1 (stereo unspecified)
  -2%, -5%, 11%, -1%, 1%, -2, -21
> COCc1cc(CNC(=O)C2CCC(=O)N(Cc3ccccc3OC)C2)[nH]n1 (stereo unspecified)
  5%, 0%, 2%, -5%, 9%, -2, 2
> Cc1ccc(NC(=S)Nc2ccc(OC(F)F)c(Cl)c2)cc1Cl
  ?, 0%, ?, -2%, ?, 12, 36
> O=C(Nc1ccc(S(=O)(=O)Nc2ncccn2)cc1)c1ccco1
  /, -5%, 14%, 11%, ?, -2, 15
> CCOC(=O)Cn1c(=N)n(CCOc2ccc(OC)cc2)c2ccccc21
  8%, 0%&-2%, -3%, 2%, /, -2, -8
> NC(=O)[C@@H]1CCCN1C(=O)c1cc(COc2ccc(F)cc2F)on1
  62%[activator], -3%, 5%, 0%, 54%[activator], 21, 19
> O=C(NC1CCCC1)C(c1ccc(Cl)cc1)N1CCc2ccccc21 (stereo unspecified)
  /, -9%, 9%, 4%, 5.9µM*, -6, 4
> Cc1ccccc1NC(=O)CSc1nc2ccc(Nc3nc(N4CCOCC4)nc(N4CCOCC4)n3)cc2s1
  -8%, 4%, /, -1%, ?, -4, 24
> O=C(O)C1CCC(Cn2c(SCc3cc(=O)n4cc(Br)ccc4n3)nc3ccsc3c2=O)CC1 (stereo unspecified)
  -13%, -1%, 9%, 1%, 4%, -5, -31
> Cc1cccc(NC(=O)c2ccc(Cn3cc(C(F)(F)F)ccc3=O)cc2)c1
  ?, 2%, ?, 4%, ?, -2, -14
> COc1ccc(N(C(=O)CCl)C(C)(C(=O)Nc2c(C)cccc2C)c2ccccn2)cc1 (stereo unspecified)
  4.7µM*, -5%, 32%[activator], 13%, ?, -1, -1
> Cc1ccsc1C1NC(=O)c2c(sc3c2CCN(C)C3)N1 (stereo unspecified)
  /, -7%, 6%, -1%, ?, 1, -4
> NC(=O)C1CCN(S(=O)(=O)c2ccc3c(c2)OCCO3)CC1
  0%, -1%, 16%, 1%, 27%, 1, 21
> O=C(O)CCc1ccc(-c2ccc(Br)cc2)n1-c1ccc(O)cc1
  29%, 1%, -1%, -10%, ?, -2, -2
> O=S(=O)(Cc1cc(Sc2ccc(Cl)cc2)nc(-c2ccccc2)n1)c1ccccc1
  /, -10%, 6%, -2%, ?, -1, 45
> COc1ccc(OC)c(NC(=O)c2cnc3n(c2=O)CCS3)c1
  /, -6%, 6%, 6%, 8.3µM*, 9, -5
> COc1ccc(C(=O)NCc2cccs2)cc1S(=O)(=O)N1CCOCC1
  ?, 1%, 15%, -4%, 4.1µM*, 6, -5
> Cc1ccc(-c2nc3ccccc3[nH]2)cc1NC(=S)NC(=O)c1ccccc1Br
  ?, -7%, ?, -1%, -2%, 13, 4
> COc1cc(C2C(C(=O)Nc3ccccc3OC)=C(C)Nc3ncnn32)ccc1O (stereo unspecified)
  /, 1%, -5%, 7%, -7%, -5, -12
> O=P(O)(CCCCP(=O)(O)CCc1ccccc1)CCc1ccccc1
  17%, /, /, 4%, /, -2, 2
> CCCSc1ccc([C@H]2N[C@@](CC(C)C)(C(=O)OC)[C@H]3C(=O)N(C)C(=O)[C@@H]23)cc1
  ?, 7%, 9%, /, ?, /, /
> CCOC(=O)Cc1csc(NC(=O)Cc2ccc([N+](=O)[O-])cc2)n1
  13%, -2%, -4%, 1%, 38%[activator], -3, -4
> c1ccc(OCc2nc3ccccc3[nH]2)cc1
  114%[activator], 0%, ?, 11µM*, 25%, 49*, 75*
> CCOC(=O)C1CCCN(C(=O)c2cn(CC)c(=O)c3cc(OC)c(OC)cc23)C1 (stereo unspecified)
  -23%, 10%, 3%, 1%, 1µM*, -2, -4
> O=C(C1=C[C@H](c2coc3ccccc3c2=O)C[C@H](OCCCCO)O1)N1CCN(Cc2ccccc2)CC1
  ?, -8%, 13%, -1%, ?, -1, -14
> Clc1ccc(C(c2nnnn2C2CCCC2)N2CCSCC2)cc1 (stereo unspecified)
  -23%, -2%, -10%, -1%, 80%[activator], -2, -4
> COc1ccc(OCC(=O)N2CCN(S(=O)(=O)c3ccccc3[N+](=O)[O-])CC2)cc1
  ?, -4%, 0%, 1%, ?, -4, -1
> COc1ccc(NC(=O)c2c(F)cccc2F)cc1S(=O)(=O)Nc1ccc(Br)cc1
  -19%, 5%, -24%, -1%, ?, 8, 3
> C/C(=N\O)c1c(O)cc(-c2ccccc2)n(-c2ccccc2)c1=O
  33%[activator], -2%, 12%, 4%, 0%, 1, 4
> Cc1cc(C(=O)NCC(=O)OC(C)C(=O)N2CCOCC2)ccc1[N+](=O)[O-] (stereo unspecified)
  ?, 0%, 6%, /, 7.4µM*, /, /
> Cc1cc(C)n2cc(CSCC(=O)O)nc2n1
  19%, 0%, 4%, -9%, 47%[activator], -2, -15
> CC(C)Cc1nnc(NC(=O)CCC(=O)NCc2ccccc2Cl)s1
  -8%, -1%, 9%, 6%, 21%, -5, 9
> CCSc1nc2nn(-c3ccccc3)c(=O)c-2c2n1CCCCC2
  -19%, 2%, -11%, 2%, /, 1, -13
> CCOC(=O)C1CCN(C(=O)c2cccc(S(=O)(=O)N(CC)c3ccccc3)c2)CC1
  ?, -7%, -1%, /, ?, /, /
> CCc1ccccc1NC(=O)Cc1ccc(-n2cccc2)cc1
  -9%, ?, ?, 3%, -8%, 0, -8
> COc1ccc(/C=C(\C#N)C(=O)NCCc2ccccc2)cc1OCc1ccccc1
  -16%, 0%, ?, 1%, ?, 1, 1
> Cn1nc(C(=O)Nc2nnc(C3CC3)s2)c2ccccc2c1=O
  -10%, -11%, 5%, -1%, ?, -4, -6
> Cc1cc(C)c(NS(=O)(=O)c2ccc(NC(=O)c3cccs3)cc2)c(C)c1
  -10%, -8%, ?, 0%, -17%, -1, -7
> CCc1ccccc1NC(=O)CN(C)C(=O)COC(=O)c1ccccc1Cl
  -3%, -1%, 0%, /, 30%, /, /
> OCC[C@@H]1C[C@H](O)[C@@H](O)[C@@]2(CCc3ccccc3O2)O1
  22%, -3%, 13%, -2%, 12%, 5, 11
> CCOc1ccc(-n2c(SCC(=O)Nc3ccc4c(c3)OCO4)nc3c(c2=O)SCC3)cc1
  ?, 8%, 2%&-16%, 4%, ?, -3, -8
> CCN(CC)C(=O)CSc1nc(O)c(Cc2ccccc2)c(=O)n1-c1ccc(C)cc1
  ?, 9%, 22%, 4%, 0%, -4, -4
> O=C(CN1C2CCC1CC(NC(=O)C1CC1)C2)NCc1ccccc1 (stereo unspecified)
  -6%, 1%, 13%, -7%, ?, 2, -7
> COc1ccc(OCC(=O)Nc2ccc(Cl)cc2C(=O)c2ccccc2)cc1
  ?, 0%, -14%, -1%, ?, 12, 15
> O=C1OC(Nc2ncccn2)c2ccccc21 (stereo unspecified)
  /, 3%, 8%, -4%, 43%[activator], 0, -11
> Cc1ccccc1C(=O)NC(CC(C)C)C(=O)Nc1cccc(S(=O)(=O)N(C)C)c1 (stereo unspecified)
  -22%, 2%, 10%, -1%, -10%, -2, -8
> Cc1ccc(-c2nc(N)sc2-c2ccccc2)cc1C
  16%, -5%, -22%, 2%, ?, 3, 6
> COc1ccc(CC(=O)OCC(=O)NCc2ccco2)cc1OC
  4%, -9%, 16%, /, 19%, /, /
> COC(=O)C1=Cc2cc(OC)cc([N+](=O)[O-])c2OC1N1CCOCC1 (stereo unspecified)
  ?, -3%, 15%, 7%, -5%, -3, -19
> CC(C)(C)OC(=O)N1CCC[C@H]1c1nnc(SCc2ccccc2Cl)o1
  ?, 5%, 0%, -8%, ?, -1, -13
> O=S(=O)(c1ccc(Br)c2nsnc12)N1CCOCC1
  -17%, -3%, -26%, 1%, 9.3µM*, -5, -18
> COc1cc(C(=O)N2CCN(c3cccc(C)c3C)CC2)ccc1OCC(=O)N1CCOCC1
  -27%, 0%, 1%, /, ?, /, /
> O=c1[nH]n(-c2ncnc3c2cnn3-c2ccccc2)c(=O)c2ccccc12
  19%, -6%, -2%, 10%, 4%, -6, 12
> Cc1ccc(C2C3=C(CC(C)(C)CC3=O)NC3=C2C(=O)CC(C)(C)C3)o1
  ?, 5%, 20%, 3%, ?, 11, 3
> OC(COCc1ccc2c(c1)OCO2)CN1CCC(Cc2ccccc2)CC1 (stereo unspecified)
  -3%, -1%, ?, -1%, -7%, -3, -15
> Cc1ccc(C)c(N2CCN(C(=O)c3cc4c(C)nc5ccccc5c4o3)CC2)c1
  ?, 2%, ?, 6%, 18%, -1, 6
> Cc1nn(Cc2ccccc2)c(Cl)c1C(=O)OCc1nnc(-c2ccccc2)o1
  /, -7%, ?, 0%, ?, -3, -6
> CN(C)S(=O)(=O)c1cc(NC(=O)COC(=O)Cc2ccccc2)ccc1Cl
  -4%, -25%, -5%, 4%, ?, 5, -10
> Cc1ccc(NN=C2C(=O)OC(C)(C)OC2=O)c(C)c1
  69%[activator], -5%, -1%, 2%, 1%, 52*, 94*

Next results.
Every second line gives: Pf growth 48h, TbPYK inhibitor, HCV inh, LmPK inh, Pf growth 96h, Cycloheximide cs, Shiga inhibitor
> O=C(NC1CCCCC1)n1c(=O)oc2ccccc21
  27%, -14%, 6%, 3%, 37%[activator], 3, -8
> CCOC(=O)CC(=O)CSc1ccc2nnc(-c3ccccc3)n2n1
  3.7µM*, -9%, -8%, 8%, ?, -4, -10
> COc1ccc(-c2cnc3nc[nH]c(=O)c3n2)cc1
  45%[activator], 4%, 0%, -2%, -30%, 8, 34
> CCCN1CCN(CCCNC(=O)c2ccc(CS(=O)c3ccc(OC)cc3)o2)CC1 (stereo unspecified)
  5%, 1%&4%, 8%, -2%, ?, -2, -4
> COc1ccc(-c2noc(C3CCCN(C(=O)c4ccccc4C)C3)n2)cc1 (stereo unspecified)
  ?, -7%, 32µM*, -2%, ?, 1, 10
> Cc1ccc(NC(=O)Nc2cccnc2)cc1
  62%[activator], 5%, -11%, -5%, ?, 25*, 29*

Ordered by SMILES length (descending): 3 of the compounds above.
Every second line gives: Pf growth 48h, TbPYK inhibitor, HCV inh, LmPK inh, Pf growth 96h, Cycloheximide cs, Shiga inhibitor
> CCCN1CCN(CCCNC(=O)c2ccc(CS(=O)c3ccc(OC)cc3)o2)CC1 (stereo unspecified)
  5%, 1%&4%, 8%, -2%, ?, -2, -4
> CCOC(=O)CC(=O)CSc1ccc2nnc(-c3ccccc3)n2n1
  3.7µM*, -9%, -8%, 8%, ?, -4, -10
> COc1ccc(-c2cnc3nc[nH]c(=O)c3n2)cc1
  45%[activator], 4%, 0%, -2%, -30%, 8, 34

Screens deposited in PubChem by National Center for Advancing Translational Sciences (NCATS).
